High-throughput results (PubChem)
Tat transport: blocks Tat-dependent protein export in E. coli; E. coli MC4100 TorA-mCherry Tat export, fluorescence; hit rate 0.036% among 340,000; inhibition, % at 10 µM;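 active = mean replicate inhibition at least 50% and at least half of replicates individually reaching 50%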;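 note: exported cargo escapes ClpAP degradation while cytoplasmic cargo is degraded and loses fluorescence; 0% = median of neutral control wells and 100% = median of NaSCN control wells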
AddAB inh: less growth of phage-infected E. coli with AddAB; E. coli expressing H. pylori AddAB, absorbance growth; inhibition, % at 11.9 µM; hit rate 0.29% among 330,000; in the data active = inhibition above about 12%;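 note: 0% = vehicle wells of infected cells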
SUMO Mot1 rescue: blocks SUMOylation pathway, rescuing yeast Mot1-301 growth; growth rescue, % at 18.8 µM; AID 2716; hit rate 1% among 320,000; S. cerevisiae Mot1-301 growth rescue, ATP luminescence, 38.5C; percent above DMSO median, 100 means doubled;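 active = every valid replicate shows activation above 250% relative to neutral control wells; inactive = the rest, any valid replicate at or below 250%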;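 note: OY570 slx delta 5 strain wells were the positive control but not used for scaling; some compounds called inactive have numbers as strong as hits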
E coli growth: reduces bacterial viability in AddAB counter-screen. E. coli V3065 growth, OD600 absorbance, 18 h. inhibition, % at 11.9 µM. hit rate 0.27% among 330,000. AID 449728;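 active = inhibition above the campaign's mean inhibition across all tested compounds plus 3 SD, cut at about 9.9% in these data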;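 note: uninfected addAB+ strain grown without phage in ampicillin broth; 0% = DMSO wells and 100% = ciprofloxacin 0.95 µg/ml wells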
PfHsp90 set2: inhibits growth of yeast expressing Plasmodium falciparum Hsp90 | S. cerevisiae expressing PfHsp90, BacTiter-Glo ATP, 48 h; yeast lacking PDR1 and PDR3 efflux regulators | inhibition, % at 9.4 µM | hit rate 0.32% among 310,000;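 active = every replicate shows inhibition above about 80%, whatever the replicate mean, limit read from the data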;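 note: 0% = DMSO neutral controls and 100% = 20 µM radicicol positive controls; yeast relying on Plasmodium falciparum Hsp90 in place of its own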
HTR5A inv ctr: counter-screen for OPRM1-OPRD1 inverse agonists: human HTR5A inverse agonism; HTR5A cell line, luminescence; P47898; AID 504634; hit rate 0.083% among 340,000; inhibition, % at 9.3 µM; in the data active = inhibition mostly above about 23%, no sharp cut-off; inactive = mostly below about 18%;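 note: 0% = cells with DMSO and 100% = no-cell wells with DMSO; some compounds called inactive have numbers as strong as hits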
Target sequence (P47898 whole entry, looked up): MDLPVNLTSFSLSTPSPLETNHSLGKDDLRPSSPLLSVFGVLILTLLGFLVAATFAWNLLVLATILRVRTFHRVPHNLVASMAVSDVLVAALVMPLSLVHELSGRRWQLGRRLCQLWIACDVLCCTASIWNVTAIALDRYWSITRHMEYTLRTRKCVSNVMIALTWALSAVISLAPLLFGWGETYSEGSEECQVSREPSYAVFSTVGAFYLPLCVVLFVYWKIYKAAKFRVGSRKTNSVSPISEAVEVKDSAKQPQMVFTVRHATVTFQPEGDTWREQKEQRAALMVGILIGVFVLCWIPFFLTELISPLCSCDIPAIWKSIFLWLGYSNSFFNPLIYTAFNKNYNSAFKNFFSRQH
OPRM1-OPRD1 inv: inverse agonist of human OPRM1-OPRD1 heterodimerization. P35372+P41143. cell-based MOR-DOR heterodimer luminescence, inverse agonism. inhibition, % at 9.3 µM. hit rate 0.21% among 340,000; in the data active = inhibition above about 22%, passing the limit was not always enough;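 note: 0% = cells with DMSO and 100% = wells without cells with DMSO; values of inactives mirror those of a sister screen read the other way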
PKA-R1A activ: PKA-R1A complex activation; P00514+P68181; PKA-R1A dissociation, Cy5-IP20 fluorescence polarization; scaled: DMSO 0%, 113 µM cGMP 100%; activation, % at 11.4 µM; hit rate 0.083% among 340,000; AID 504707;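 active = percent activation above the mean of all tested compounds plus 3 SD, cut at about 19% in these data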;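 note: higher means more PKAc released from R1A so a rise in polarization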
PKA-R2B activ: activates the human PKA-R2B holoenzyme complex. P22694+P31323. PKA-R2B holoenzyme dissociation, Cy5-IP20 fluorescence polarization; R2B truncated from residue 108, S112A mutant; 0% DMSO only, 100% 113 µM cGMP. activation, % at 11.4 µM. hit rate 0.079% among 340,000. AID 504700;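 active = activation above a cutoff set at the mean over all compounds plus 3 SD, cut at about 18% in these data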;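 note: higher means more holoenzyme dissociation and a rise in polarization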
Target sequence (P31323 whole entry, looked up, other chains not shown, the tested form may be a part): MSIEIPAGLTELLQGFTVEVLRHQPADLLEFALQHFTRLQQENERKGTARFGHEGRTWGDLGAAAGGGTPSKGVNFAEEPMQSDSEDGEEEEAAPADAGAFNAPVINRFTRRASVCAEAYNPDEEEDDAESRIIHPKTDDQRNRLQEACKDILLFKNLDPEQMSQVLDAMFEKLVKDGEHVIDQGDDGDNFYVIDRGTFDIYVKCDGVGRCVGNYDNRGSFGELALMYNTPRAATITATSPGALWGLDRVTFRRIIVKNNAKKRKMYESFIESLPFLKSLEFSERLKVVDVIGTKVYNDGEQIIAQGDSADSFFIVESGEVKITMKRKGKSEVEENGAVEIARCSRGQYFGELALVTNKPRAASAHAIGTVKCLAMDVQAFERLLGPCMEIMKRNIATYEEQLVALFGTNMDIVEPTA
phage Ecoli inh: E. coli growth loss with phage present. hit rate 0.26% among 360,000. inhibition, % at 11.9 µM. growth absorbance; in the data active = inhibition above about 11%
MOR-DOR ag: OPRM1-OPRD1 heterodimerization agonism; P35372+P41143; cells, luminescence; activation, % at 9.3 µM; hit rate 0.3% among 340,000; in the data active = activation above about 18%;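 note: 0% = vehicle-treated cells and 100% = reference agonist; values of inactives mirror those of a sister screen read the other way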
The depositor's hits bear a star.

Results for CCOC(=O)Cc1csc(NC(=O)Cn2c(=O)oc3ccccc32)n1 ?
Tat transport: -1.9; AddAB inh: 1.0; SUMO Mot1 rescue: 20.3; E coli growth: -0.4; PfHsp90 set2: -9.8; HTR5A inv ctr: -3.2; OPRM1-OPRD1 inv: -0.8; PKA-R1A activ: -5.2; PKA-R2B activ: 5.2; phage Ecoli inh: 0.1; MOR-DOR ag: 0.2

Results for C=CCc1cccc(Cl)c1OCCCNC1CCCC1 ?
Tat transport: -11.6; AddAB inh: 4.8; SUMO Mot1 rescue: 31.5; E coli growth: 1.0; PfHsp90 set2: -7.0; HTR5A inv ctr: -29.6; OPRM1-OPRD1 inv: 8.2; PKA-R1A activ: 5.3; PKA-R2B activ: -8.4; phage Ecoli inh: 0.5; MOR-DOR ag: -1.6

How did C=CCN1c2ccccc2[C@]23C[C@@H](C(=O)OC)N(C(=O)OCC)C2=NC(C(=O)OC)=C(C(=O)OC)[C@H]13 do in these assays?
Tat transport: -11.8; AddAB inh: 4.1; SUMO Mot1 rescue: -9.1; E coli growth: 1.4; PfHsp90 set2: -3.7; HTR5A inv ctr: 16.6; OPRM1-OPRD1 inv: 10.3; PKA-R1A activ: -8.4; PKA-R2B activ: -16.1; phage Ecoli inh: 2.2; MOR-DOR ag: -1.9

How did CC12CN3CC(C)(CN(C1)C3c1ccc3ccccc3c1O)C2=O (stereo unspecified) do in these assays?
Tat transport: 3.8; AddAB inh: 0.5; SUMO Mot1 rescue: 24.9; E coli growth: 1.5; PfHsp90 set2: -20.1; HTR5A inv ctr: 25.5; OPRM1-OPRD1 inv: 4.0; PKA-R1A activ: 1.0; PKA-R2B activ: -1.4; phage Ecoli inh: 2.7; MOR-DOR ag: -0.7

What do the screens show for `Cn1cnnc1SCC(=O)NNC(=O)c1ccc(Cl)cc1`?
Tat transport: 0.5; AddAB inh: 4.2; SUMO Mot1 rescue: -8.0; E coli growth: 3.2; PfHsp90 set2: 0.9; HTR5A inv ctr: 3.3; OPRM1-OPRD1 inv: 10.9; PKA-R1A activ: 2.9; PKA-R2B activ: -0.1; phage Ecoli inh: -0.7; MOR-DOR ag: -2.1

What do the screens show for `CCCSc1nc2sc3c(c2c(=O)[nH]1)CCN(Cc1ccccc1)C3`?
Tat transport: -3.6; AddAB inh: 0.4; SUMO Mot1 rescue: 13.9; E coli growth: -2.0; PfHsp90 set2: 10.6; HTR5A inv ctr: 17.5; OPRM1-OPRD1 inv: 15.5; PKA-R1A activ: -3.9; PKA-R2B activ: -0.3; MOR-DOR ag: -3.7

How did COc1ccc(/C=N/NC(=O)C(=O)NCC2CCCO2)cc1 (stereo unspecified) do in these assays?
Tat transport: 8.5; AddAB inh: 1.2; SUMO Mot1 rescue: -12.2; E coli growth: 2.2; PfHsp90 set2: -7.8; HTR5A inv ctr: 15.4; OPRM1-OPRD1 inv: 10.8; PKA-R1A activ: 2.0; PKA-R2B activ: -10.5; phage Ecoli inh: 4.2; MOR-DOR ag: -2.1

How did COc1ccc(NC2CCCN(C(=O)c3ccc(C)c(N4CCNC4=O)c3)C2)cc1 (stereo unspecified) do in these assays?
Tat transport: -10.4; AddAB inh: -0.9; SUMO Mot1 rescue: 2.7; E coli growth: -3.8; PfHsp90 set2: -2.9; HTR5A inv ctr: 3.3; OPRM1-OPRD1 inv: 11.3; PKA-R1A activ: -10.0; PKA-R2B activ: 4.8; phage Ecoli inh: 1.6; MOR-DOR ag: -2.2

Results for COc1ccc(C)cc1NC(=O)NNC(=O)C1CCC(C(C)(C)C)CC1 (stereo unspecified) ?
Tat transport: 9.2; AddAB inh: -0.7; SUMO Mot1 rescue: -1.9; E coli growth: 1.7; PfHsp90 set2: 3.3; HTR5A inv ctr: -37.5; OPRM1-OPRD1 inv: -32.3; PKA-R1A activ: -8.8; PKA-R2B activ: -4.7; phage Ecoli inh: 1.5; MOR-DOR ag: 6.3

How did N/C(=N\NS(=O)(=O)c1cc(C(F)(F)F)cc(C(F)(F)F)c1)c1ccccn1 do in these assays?
Tat transport: -2.3; AddAB inh: 3.7; SUMO Mot1 rescue: -1.7; E coli growth: -2.1; PfHsp90 set2: -1.3; HTR5A inv ctr: -14.3; OPRM1-OPRD1 inv: 2.7; PKA-R1A activ: -11.6; PKA-R2B activ: -4.5; phage Ecoli inh: -1.1; MOR-DOR ag: -0.5

What do the screens show for `COc1ccc(N(C(=O)CNC(=O)c2cccs2)C(C(=O)NCC2CCCO2)c2ccccc2)c(OC)c1` (stereo unspecified)?
Tat transport: -0.9; AddAB inh: 0.6; SUMO Mot1 rescue: -6.0; E coli growth: -0.1; PfHsp90 set2: 29.1; HTR5A inv ctr: 0.6; OPRM1-OPRD1 inv: -21.6; PKA-R1A activ: 4.0; PKA-R2B activ: 4.7; phage Ecoli inh: 1.3; MOR-DOR ag: 3.5

Results for O=c1cc(C(F)(F)F)[nH]c2ccccc12 ?
Tat transport: -4.2; AddAB inh: 2.0; SUMO Mot1 rescue: -22.7; E coli growth: 2.8; PfHsp90 set2: -11.1; HTR5A inv ctr: 1.3; OPRM1-OPRD1 inv: 0.1; PKA-R1A activ: 0.0; PKA-R2B activ: 3.3; phage Ecoli inh: 1.5; MOR-DOR ag: 0.0

Results for COc1ccc(-c2nc(CS(=O)CC(=O)NCCN3CCCCC3C)c(C)o2)cc1OC (stereo unspecified) ?
Tat transport: -9.5; AddAB inh: 1.0; SUMO Mot1 rescue: 17.8; E coli growth: -0.3; PfHsp90 set2: 10.2; HTR5A inv ctr: 11.9; OPRM1-OPRD1 inv: 8.6; PKA-R1A activ: 2.7; PKA-R2B activ: -3.4; phage Ecoli inh: 3.2; MOR-DOR ag: -1.6

What do the screens show for `COCC(=O)Nc1nnc(C2CCCCC2)s1`?
Tat transport: -2.9; AddAB inh: 2.0; SUMO Mot1 rescue: 145.2; E coli growth: 1.9; PfHsp90 set2: 3.2; HTR5A inv ctr: -6.7; OPRM1-OPRD1 inv: 14.5; PKA-R1A activ: 0.0; PKA-R2B activ: -3.8; phage Ecoli inh: 2.2; MOR-DOR ag: -2.8

Results for Cc1ccc(N=Nc2c(C)[nH][nH]c2=O)c(C)c1 ?
Tat transport: -1.0; AddAB inh: 4.2; SUMO Mot1 rescue: -2.0; E coli growth: -0.8; PfHsp90 set2: -37.4; HTR5A inv ctr: -1.4; OPRM1-OPRD1 inv: 15.8; PKA-R1A activ: -10.6; PKA-R2B activ: 5.0; phage Ecoli inh: 2.1; MOR-DOR ag: -2.6

How did CCO[C@H]1OC(C(N)=O)=C[C@@H](c2csc3ccccc23)[C@@H]1CCCO do in these assays?
Tat transport: 0.7; AddAB inh: 1.0; SUMO Mot1 rescue: -10.8; E coli growth: -0.5; PfHsp90 set2: 14.3; HTR5A inv ctr: 17.1; OPRM1-OPRD1 inv: 10.0; PKA-R1A activ: -2.0; PKA-R2B activ: -5.2; phage Ecoli inh: -2.4; MOR-DOR ag: -1.8

What do the screens show for `CNc1nc(Cl)c(SC)c(NC2CCCCC2)n1`?
Tat transport: 1.9; AddAB inh: 1.1; SUMO Mot1 rescue: 19.8; E coli growth: 0.1; PfHsp90 set2: 0.1; HTR5A inv ctr: 7.3; OPRM1-OPRD1 inv: -51.2; PKA-R1A activ: -3.9; PKA-R2B activ: -0.5; phage Ecoli inh: 4.0; MOR-DOR ag: 7.1

Results for O=[N+]([O-])c1ccccc1N=NNc1ccccc1 ?
Tat transport: 6.5; PfHsp90 set2: 9.4; HTR5A inv ctr: 3.2; OPRM1-OPRD1 inv: -4.4; PKA-R1A activ: -10.0; PKA-R2B activ: -1.2; phage Ecoli inh: 0.5; MOR-DOR ag: 0.9

Results for Cc1ccc(C(=O)OCC(=O)Nc2cccc(Cl)c2C)c(O)c1 ?
Tat transport: -2.5; AddAB inh: 1.2; SUMO Mot1 rescue: -11.0; E coli growth: 1.1; PfHsp90 set2: 6.8; HTR5A inv ctr: 10.3; OPRM1-OPRD1 inv: 12.8; PKA-R1A activ: -5.9; PKA-R2B activ: -7.9; phage Ecoli inh: 0.8; MOR-DOR ag: -2.5

How did CN(C)S(=O)(=O)c1cc([N+](=O)[O-])ccc1N1CCCCCC1 do in these assays?
Tat transport: 3.3; AddAB inh: 1.9; E coli growth: -1.5; PfHsp90 set2: 8.3; HTR5A inv ctr: 12.7; OPRM1-OPRD1 inv: 13.7; PKA-R1A activ: -4.6; PKA-R2B activ: -10.0; phage Ecoli inh: -2.4; MOR-DOR ag: -2.4

Results for CC(=O)Nc1sc2c(c1C(N)=O)CCN(Cc1ccccc1)C2 ?
Tat transport: -10.9; AddAB inh: -0.8; SUMO Mot1 rescue: 0.6; E coli growth: -0.6; PfHsp90 set2: 3.8; HTR5A inv ctr: -1.8; OPRM1-OPRD1 inv: 5.0; PKA-R1A activ: -5.0; PKA-R2B activ: -2.5; phage Ecoli inh: 2.1; MOR-DOR ag: -0.9

What do the screens show for `CC(C)(C)c1ccc(C(=O)NC(=S)Nc2sc3c(c2C#N)CCC3)cc1`?
Tat transport: -2.3; AddAB inh: 3.0; SUMO Mot1 rescue: -26.0; E coli growth: -1.8; PfHsp90 set2: -4.0; HTR5A inv ctr: 9.0; OPRM1-OPRD1 inv: 6.6; PKA-R1A activ: 5.1; PKA-R2B activ: -3.1; phage Ecoli inh: 0.1; MOR-DOR ag: -1.3

How did COc1ccc(NS(=O)(=O)c2ccc(NC(=S)NC(=O)/C=C/c3ccc(C)cc3)cc2)nn1 do in these assays?
Tat transport: 0.6; AddAB inh: -1.2; SUMO Mot1 rescue: 535.1; E coli growth: -0.6; PfHsp90 set2: 11.8; HTR5A inv ctr: -14.2; OPRM1-OPRD1 inv: 15.1; PKA-R1A activ: -7.9; PKA-R2B activ: -12.1; phage Ecoli inh: 1.8; MOR-DOR ag: -2.5

Results for CCOC(=O)c1c(-c2ccc(-c3ccccc3)cc2)csc1NC(=O)CCC(=O)O ?
Tat transport: -0.9; AddAB inh: 1.6; SUMO Mot1 rescue: -3.7; E coli growth: -2.5; PfHsp90 set2: -18.5; HTR5A inv ctr: -33.5; OPRM1-OPRD1 inv: 19.4; PKA-R1A activ: -3.3; PKA-R2B activ: 6.8; phage Ecoli inh: 1.2; MOR-DOR ag: -4.3

How did Cc1c(NC(=O)CCCOc2ccccc2)cccc1[N+](=O)[O-] do in these assays?
Tat transport: -5.6; AddAB inh: 2.5; SUMO Mot1 rescue: 315.3; E coli growth: -0.7; PfHsp90 set2: -11.3; HTR5A inv ctr: -5.4; OPRM1-OPRD1 inv: 6.1; PKA-R1A activ: -8.0; PKA-R2B activ: -8.6; phage Ecoli inh: 0.9; MOR-DOR ag: -1.0

Results for CSc1ccccc1OCc1cc(C(=O)N2CCN3CCCC3C2)no1 (stereo unspecified) ?
Tat transport: -6.0; AddAB inh: 2.4; SUMO Mot1 rescue: 2.4; E coli growth: -2.0; PfHsp90 set2: 0.8; HTR5A inv ctr: 13.1; OPRM1-OPRD1 inv: 5.6; PKA-R1A activ: -9.8; PKA-R2B activ: -9.6; phage Ecoli inh: 1.6; MOR-DOR ag: -1.0
